Screening data (PubChem)
SR-BI HDL uptake – mouse SR-BI HDL lipid transfer inhibition; Q61009; ldlA[mSR-BI] CHO cells, DiI-HDL uptake fluorescence, 3 h; inhibition, % at 12.5 µM; 0.96% of 320,000 active; AID 488896;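 active means mean replicate inhibition of at least 70% and a set share of replicates each scoring 70 or more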;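 further: 0% = median of neutral control wells and 100% = median of positive control wells; values of inactives mirror those of a sister screen read the other way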
Target sequence (Q61009 whole entry, looked up): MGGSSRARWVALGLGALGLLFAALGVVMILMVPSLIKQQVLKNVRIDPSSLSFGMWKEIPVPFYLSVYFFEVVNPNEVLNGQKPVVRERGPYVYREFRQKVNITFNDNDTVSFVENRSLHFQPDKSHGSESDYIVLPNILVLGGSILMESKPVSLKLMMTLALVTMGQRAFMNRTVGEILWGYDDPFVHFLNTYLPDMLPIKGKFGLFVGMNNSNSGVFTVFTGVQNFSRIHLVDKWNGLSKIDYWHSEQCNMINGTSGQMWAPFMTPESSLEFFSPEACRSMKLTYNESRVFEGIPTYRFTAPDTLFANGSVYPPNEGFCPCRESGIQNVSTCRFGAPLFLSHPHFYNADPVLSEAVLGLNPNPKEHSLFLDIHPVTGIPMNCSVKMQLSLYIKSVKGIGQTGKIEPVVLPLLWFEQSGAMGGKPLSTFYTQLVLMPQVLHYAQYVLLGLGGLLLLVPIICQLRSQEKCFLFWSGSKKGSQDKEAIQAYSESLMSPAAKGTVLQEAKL
LANA DNA inh – KSHV C-LANA DNA binding inhibition | MBP-C-LANA/FAM-LBS DNA binding, fluorescence polarization | 0.078% of 340,000 active | AID 504423 | inhibition, % at 9 µM;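 active means highest replicate inhibition at or above 60% at 9 µM, even if other replicates fall short; inactive means all replicates below 60% inhibition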;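 further: 0% = neutral control wells and 100% = 4 µM acridine orange control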
SR-BI uptake up – activators of SR-BI mediated HDL lipid uptake; 0.096% of 320,000 active; CHO ldlA[mSR-BI] cells, DiI-HDL uptake fluorescence, 3 h; 100 = double the neutral-control signal; AID 504775; activation, % at 12.5 µM;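 active means mean replicate activation of at least 60% and every replicate at or above 60%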;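 further: 0% = median plate neutral-control signal and 100% = twice that signal; values of inactives mirror those of a sister screen read the other way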
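material = CHO ldlA[mSR-BI] cells | medium = Ham's F12 with 0.5% BSA, HEPES 25 mM, pH 7.4 | reagent = fluorescent DiI-HDL, 10 µg/mL final | compound dosing = single-point compound dose | incubation = 3 h, 37 °C | measured by = bottom-read fluorescence, 550/595 nm | measure = HDL uptake via cellular fluorescence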
Arrestin-AP2 inh – inhibitors of human beta-arrestin and AP2 interaction; FITC-arrestin peptide / GST-AP2 beads, flow cytometry; AP2 beta2 appendage carries R879A mutation; inhibition, % at 10 µM; 0.31% of 340,000 active;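 active means inhibition above a set limit, near 3 SD of compounds lacking own fluorescence, cut at about 54% in these data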;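 further: plate controls were DMSO wells for no effect and 5 µM unlabelled arrestin peptide for full effect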
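Assay system: GST-AP2 R879A bound to glutathione beads, E. coli-expressed; Medium: PBS with 0.05% Tween 20 and 0.1% BSA; Also added: fluorescein-tagged arrestin peptide at 50 nM final; Timing: 12 min plus 1 h, RT; Measured by: flow cytometry, FL1 (488/535 nm); Evaluation: percent drop in bead-associated FITC signal.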
PvdQ inh – blocks Pseudomonas aeruginosa PvdQ acylase activity | purified PvdQ acylase, fluorescence plate reader | inhibition, % at 10 µM | 0.063% of 340,000 active; in the data active means inhibition above about 30%, passing the limit was not always enough;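 further: 0% = vehicle neutral wells and 100% = reference inhibitor wells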
DAGLB inhibitor – blocks human DAGLB lipase activity | HEK293T DAGLB membrane lysate, EnzChek fluorogenic substrate | inhibition, % at 5.17 µM | 0.059% of 340,000 active | AID 504411; in the data active means inhibition above about 34%;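 further: 0% = enzyme with vehicle and 100% = wells lacking enzyme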
Keap1-Nrf2 PPI – disrupts human Keap1 binding to Nrf2 peptide | Keap1 Kelch-Nrf2 peptide fluorescence polarization, 1536-well | inhibition, % at 9.4 µM | 0.15% of 340,000 active | AID 504523; in the data active means inhibition above about 12%;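 further: human Keap1 Kelch domain with fluorescein labeled Nrf2 9mer peptide probe; 0% = neutral control wells and 100% = peptide positive control; higher means more block of Keap1 binding to Nrf2 peptide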
NSD2 inh – inhibitors of human histone methyltransferase NSD2; NSD2 peptide methylation, AlphaScreen, 120 min; inhibition, % at 12.5 µM; O96028; 0.54% of 310,000 active; in the data active means inhibition above about 50%
PKA-R2B act – activators of human PKA-R2B complex | P22694+P31323 | PKA-R2B holoenzyme dissociation, Cy5-IP20 fluorescence polarization; R2B truncated from residue 108, S112A mutant; 0% DMSO only, 100% 113 µM cGMP | activation, % at 11.4 µM | 0.079% of 340,000 active;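 active means activation above a cutoff set at the mean over all compounds plus 3 SD, cut at about 18% in these data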;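 further: higher means more holoenzyme dissociation and a rise in polarization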
Target sequence (P31323 whole entry, looked up, other chains not shown, the tested form may be a part): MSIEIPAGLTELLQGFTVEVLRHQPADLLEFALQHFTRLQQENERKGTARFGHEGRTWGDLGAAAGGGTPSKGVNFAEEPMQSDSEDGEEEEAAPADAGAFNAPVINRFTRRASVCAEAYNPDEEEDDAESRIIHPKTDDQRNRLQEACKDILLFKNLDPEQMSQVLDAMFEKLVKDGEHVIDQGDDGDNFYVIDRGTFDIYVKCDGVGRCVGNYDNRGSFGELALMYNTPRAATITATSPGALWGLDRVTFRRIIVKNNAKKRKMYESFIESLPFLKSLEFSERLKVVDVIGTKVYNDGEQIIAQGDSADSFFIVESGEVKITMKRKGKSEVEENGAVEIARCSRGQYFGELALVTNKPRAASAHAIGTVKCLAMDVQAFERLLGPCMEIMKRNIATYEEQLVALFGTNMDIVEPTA
Cardiac RTF inh – cardiac RTF calcium desensitization. AID 493244. 0.12% of 340,000 active. P19429+P45379. inhibition, % at 7.15 µM. IANBD-labeled cardiac RTF, Ca2+ fluorescence;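 active means inhibition above the mean inhibition of all tested compounds plus 3 SD, cut at about 17% in these data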;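 further: assay run at fixed EC70 calcium of 1.6 mM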
* marks the source's active call; other numbers are inactive results; / = not tested or not shown. The order is random; 2.1% or so of the library scored in one or more.

SMILES	SR-BI HDL uptake	LANA DNA inh	SR-BI uptake up	Arrestin-AP2 inh	PvdQ inh	DAGLB inhibitor	Keap1-Nrf2 PPI	NSD2 inh	PKA-R2B act	Cardiac RTF inh
O=C(COc1ccc(Cl)cc1)NCc1nnc(SCC(=O)NCc2ccc3c(c2)OCO3)o1	-3	-0.7	3	0	-16	-3	-3	-3	-7	-8
COC(=O)c1sc(NC(=O)CCCn2nc([N+](=O)[O-])cc2C)c(C(=O)OC)c1C	58	0.0	-58	8	-1	-1	-4	-4	-16	-13
CN1CCN(C(=O)CCCN2C(=O)/C(=C/c3cccc(Br)c3)SC2=S)CC1	-6	-1.2	6	38	8	0	-3	11	8	7
CC1COC(c2cccn2Cc2ccccc2Cl)=N1 (configuration not stated)	2	0.4	-2	33	-1	-4	-1	-5	3	-1
CCC(=O)NC(c1cc(Cl)c2ccccc2c1O)C1CC1 (configuration not stated)	18	2.3	-18	1	-4	-5	2	/	-4	-6
O=C(CCC(=O)c1cccs1)NCc1ccc(F)cc1	-10	-0.6	10	15	1	-4	0	-1	-3	1
Clc1ccccc1C1SCC2Nc3ccccc3CN21 (configuration not stated)	7	-0.9	-7	-42	12	-3	-4	3	-8	5
Cn1c(=O)[nH]c(=O)c2c1nc(SCCN1CCCCC1)n2Cc1ccccc1	-7	-0.5	7	-4	-19	0	-1	5	-2	-6
COc1ccc(S(=O)(=O)Nc2cccc(C(C)=O)c2)cc1Br	-6	-0.9	6	15	-14	-1	2	-2	4	0
O=C(/C=C/c1ccccc1Cl)Nc1ccc2c(c1)C(=O)NC2=O	46	0.0	-46	9	21	-2	0	/	3	-3
O=C(C[n+]1ccccn1)c1ccccc1	-13	0.5	13	30	1	-1	1	-1	6	-6
C=CCOc1c(Cl)cc(Cl)cc1S(=O)(=O)NCCO	-25	2.2	25	6	4	-2	-2	/	13	-17
CCOC(=O)c1cccc(NC(=O)CCn2nnc3ccccc32)c1	14	-0.4	-14	-1	12	-2	-7	6	2	-3
O=C(C1CC1)N1N=C(c2ccccc2)CC1(O)C(F)(F)C(F)(F)F (configuration not stated)	2	-0.6	-2	-2	-12	-11	-5	-5	-7	-4
CCNc1nc(SC(C)C(=O)OC)nc(N(C)C)n1 (configuration not stated)	-6	1.5	6	9	8	-3	-2	/	3	-10
CS(=O)(=O)N(CC(=O)N1CCN(c2cccc(Cl)c2)CC1)c1ccccc1	18	0.6	-18	10	-4	1	-1	-4	-12	-5
CC1NC(=O)NC1CCCCCC(=O)NCCc1ccccc1 (configuration not stated)	-2	0.9	2	4	0	1	3	/	0	-9
Cc1oc(/N=C/c2ccc(Cl)cc2)c(C#N)c1C	-15	2.5	15	8	-11	2	4	1	-12	-9
COc1ccc(CC(=O)c2ccc(OC)c(OC)c2C)cc1OC	11	0.6	-11	3	-15	-1	2	-1	-1	4
CCn1c(C)nnc1SCC(=O)NC1CCCCCC1	1	-0.7	-1	-4	-4	1	-2	-2	2	-5
Cc1cc(NC(=O)CSc2nnc(-c3c[nH]c4ccccc34)n2-c2ccc(Cl)cc2)no1	29	1.7	-29	11	-12	4	-3	-3	-7	0
CN(C)c1oc(-c2ccccc2Cl)nc1P(=O)(c1ccccc1)c1ccccc1	6	0.4	-6	7	10	3	-1	-2	-1	5
O=C(O)c1ccc(NCc2nc3ccccc3n2Cc2ccccc2F)cc1	-9	3.6	9	31	8	-1	0	/	-10	2
Cn1c(N)c(C(=O)COC(=O)c2ncc(Cl)c(Cl)c2Cl)c(=O)n(C)c1=O	-17	-1.0	17	10	-18	0	4	-2	-5	0
COc1cccc(CNc2nc3ccccc3n2C(C)C)c1O	7	0.1	-7	-17	-2	3	-8	0	7	1
CC(C)(C)OC(=O)C[C@@H]1C/C=C\C[C@@H](CC(=O)NCCO)C(=O)N[C@H](Cc2c[nH]c3ccccc23)COC1=O	-26	2.8	26	/	3	-2	-1	/	-4	-4
Nc1cc(N)nc(SCc2cc([N+](=O)[O-])cc3c2OCOC3)n1	/	0.4	/	-15	-11	4	-4	-1	12	-26
O=C(NCC1CCCCC1)c1ccc(Cl)c(S(=O)(=O)N2CCOCC2)c1	26	-0.7	-26	-6	-12	-7	-5	-3	-4	-9
CCCCNC(=O)C1COc2ccccc2O1 (configuration not stated)	4	-0.1	-4	1	10	2	-7	/	-18	7
c1ccc(CNc2ncnc3c2cnn3Cc2ccccc2)cc1	24	2.2	-24	-48	-12	0	6	/	2	-3
O=C(NCc1ccc2c(c1)OCO2)c1nn2cccnc2c1Cl	/	-0.5	/	-2	-14	-2	-4	-1	-5	-3
O=c1c2ccccc2[nH]c(=S)n1CCC1=CCCCC1	25	2.1	-25	-2	-5	-5	3	2	3	-5
COc1ccccc1N1CC(C(=O)Nc2ccc(C)c(S(=O)(=O)N3CCOCC3)c2)CC1=O (configuration not stated)	11	0.9	-11	-5	-18	-4	1	-2	-13	-14
Cc1cc2ccccc2c(=O)n1CC(=O)NCc1ccco1	9	-3.3	-9	32	12	-2	1	3	11	-2
Cn1c(=O)c(=O)n(C)c2cc(N3CCCC3)c(NS(=O)(=O)c3ccc(F)cc3)cc21	-9	-1.2	9	4	-4	-2	-8	5	11	2
N#CCCNCC1(c2ccccc2)CCCC1	-8	0.4	8	1	-12	-1	0	0	6	-1
CN(CC(=O)Nc1cccc(F)c1)C(=O)/C=C/c1ccc(Br)s1	-3	-0.7	3	13	1	2	-4	7	-3	-2
CSc1ccccc1NC(=O)c1cc(-c2cccs2)on1	30	0.0	-30	0	-6	-17	0	3	-1	-4
CCn1cnc2sc(C(=O)O)c(C)c2c1=O	-17	-0.8	17	2	-12	-2	-6	1	-7	3
Cc1[nH]n(-c2ccccc2)c(=O)c1C(c1ccc(C(=O)O)cc1)c1c(C)[nH]n(-c2ccccc2)c1=O	-7	0.1	7	6	-5	5	1	57*	-5	-12

As a short view, some entries already given:
SMILES	SR-BI HDL uptake	LANA DNA inh	SR-BI uptake up	Arrestin-AP2 inh	PvdQ inh	DAGLB inhibitor	Keap1-Nrf2 PPI	NSD2 inh	PKA-R2B act	Cardiac RTF inh
CSc1ccccc1NC(=O)c1cc(-c2cccs2)on1	30	0.0	-30	0	-6	-17	0	3	-1	-4
CCn1cnc2sc(C(=O)O)c(C)c2c1=O	-17	-0.8	17	2	-12	-2	-6	1	-7	3
Cc1[nH]n(-c2ccccc2)c(=O)c1C(c1ccc(C(=O)O)cc1)c1c(C)[nH]n(-c2ccccc2)c1=O	-7	0.1	7	6	-5	5	1	57*	-5	-12

Of the compounds above, these have a cyano group:
SMILES	SR-BI HDL uptake	LANA DNA inh	SR-BI uptake up	Arrestin-AP2 inh	PvdQ inh	DAGLB inhibitor	Keap1-Nrf2 PPI	NSD2 inh	PKA-R2B act	Cardiac RTF inh
Cc1oc(/N=C/c2ccc(Cl)cc2)c(C#N)c1C	-15	2.5	15	8	-11	2	4	1	-12	-9
N#CCCNCC1(c2ccccc2)CCCC1	-8	0.4	8	1	-12	-1	0	0	6	-1

New compounds follow:
SMILES	SR-BI HDL uptake	LANA DNA inh	SR-BI uptake up	Arrestin-AP2 inh	PvdQ inh	DAGLB inhibitor	Keap1-Nrf2 PPI	NSD2 inh	PKA-R2B act	Cardiac RTF inh
COCCCC1CCN(C(=O)C2CCC(=O)N(CC3CCCCC3)C2)CC1 (configuration not stated)	-1	0.0	1	-5	-11	-3	2	1	-7	-11
O=C(/C=C/c1ccc2c(c1)OCO2)N1CCN(c2ccc(Cl)cc2)CC1	-4	1.5	4	-1	-7	-2	-2	-1	4	-26
CCOC(=O)c1c(C)[nH]c(C(=O)OC)c1CCC(=O)OC	7	-1.0	-7	10	-5	-3	1	-4	3	-2
CNC(=O)CS(=O)(=O)CC(=O)Nc1cc(OC(C)C)c(Cl)cc1Cl	5	1.0	-5	5	-7	-3	-5	-1	-7	2
COC(=O)c1ccc(/C=N/OCC(=O)Nc2cc(F)ccc2F)cc1	-13	-0.9	13	11	-13	-2	3	-6	-10	-12
NNC(=O)c1cncc(Br)c1	2	0.2	-2	3	10	/	-3	-3	/	/
Cc1noc(NS(=O)(=O)c2ccc(NC(=O)CCC3CCCCC3)cc2)c1C	-26	-0.3	26	1	-9	7	3	2	1	-2
Cc1cccc(C(=O)Oc2ccccc2C(=O)N2CCOCC2)c1	-7	-0.5	7	-1	-1	0	0	-2	11	-5
Fc1ccccc1CSc1nc2ncccc2[nH]1	-28	-0.9	28	-52	-1	9	0	13	10	-4
O=C(COc1ccc2ccccc2c1)Nc1ccc2c3c(cccc13)CC2	-11	0.6	11	/	3	-10	4	4	0	1
CC(=O)Nc1ccc(NC(=S)NC(=O)/C=C/c2ccc(Cl)cc2)cc1	46	-1.5	-46	6	-10	-1	2	3	-13	-2
Cc1cnc(C(=O)Nc2ccc(OC(F)(F)F)cc2)cn1	-17	4.7	17	55*	0	-3	2	-2	-3	3
Cc1ccc(C)c(OCc2cc(C(=O)N3CCOCC3)no2)c1	13	-0.5	-13	36	13	-3	2	-1	-4	-8
COc1ccc(C2=NOC(C(=O)Nc3ccc4c(c3)OCO4)C2)cc1OC (configuration not stated)	3	-0.9	-3	12	-10	0	-4	2	10	-7
CCNC(=O)NC1(C(=O)Nc2ccc3c(c2)CCC3)CCCCC1	0	-0.3	0	0	-18	-2	0	0	-7	-3
OC[C@H]1O[C@@H](n2cnc3c(NC4CCCC4)ncnc32)[C@H](O)[C@@H]1O	-22	-3.3	22	1	1	0	-1	/	-4	-1
COc1ccc(CNC(=O)Cn2c(=O)n(CC(=O)N3CCCCC3)c(=O)c3sccc32)cc1	-5	-0.9	5	16	9	-1	-2	-1	-2	-2

Ordered by value in PvdQ inh (highest first): 6 of the compounds above
mol | SR-BI HDL uptake | LANA DNA inh | SR-BI uptake up | Arrestin-AP2 inh | PvdQ inh | DAGLB inhibitor | Keap1-Nrf2 PPI | NSD2 inh | PKA-R2B act
Clc1ccccc1C1SCC2Nc3ccccc3CN21 (configuration not stated) | 7 | -0.9 | -7 | -42 | 12 | -3 | -4 | 3 | -8
CN(CC(=O)Nc1cccc(F)c1)C(=O)/C=C/c1ccc(Br)s1 | -3 | -0.7 | 3 | 13 | 1 | 2 | -4 | 7 | -3
COc1cccc(CNc2nc3ccccc3n2C(C)C)c1O | 7 | 0.1 | -7 | -17 | -2 | 3 | -8 | 0 | 7
Cc1[nH]n(-c2ccccc2)c(=O)c1C(c1ccc(C(=O)O)cc1)c1c(C)[nH]n(-c2ccccc2)c1=O | -7 | 0.1 | 7 | 6 | -5 | 5 | 1 | 57* | -5
Nc1cc(N)nc(SCc2cc([N+](=O)[O-])cc3c2OCOC3)n1 | / | 0.4 | / | -15 | -11 | 4 | -4 | -1 | 12
COc1ccc(CC(=O)c2ccc(OC)c(OC)c2C)cc1OC | 11 | 0.6 | -11 | 3 | -15 | -1 | 2 | -1 | -1
